VIM-2 inh: blocks Pseudomonas aeruginosa VIM-2 metallo-beta-lactamase. purified VIM-2, nitrocefin hydrolysis, epi-absorbance fluorescence. inhibition, % at 5.6 µM. 290,000 tested, 0.89% active. AID 1527;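 active = inhibition above the mean of all tested compounds plus 3 SD, cutoff set per screening run, cut at about 7.5% in these data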;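 note: red hydrolysis product quenches plate fluorescence so inhibitors raise well fluorescence; 0% = enzyme with DMSO and 100% = DMSO without enzyme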
GPR7 antag: blocks human GPR7 receptor signaling; GPR7-expressing cells, fluorescence antagonist assay; inhibition, % at 4.4 µM; 290,000 tested, 1.1% active; in the data active = inhibition above about 16%, passing the limit was not always enough;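 note: cells stimulated with the agonist NPW; 0% = agonist with vehicle and 100% = vehicle without agonist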
Target sequence (P48145 whole entry, looked up): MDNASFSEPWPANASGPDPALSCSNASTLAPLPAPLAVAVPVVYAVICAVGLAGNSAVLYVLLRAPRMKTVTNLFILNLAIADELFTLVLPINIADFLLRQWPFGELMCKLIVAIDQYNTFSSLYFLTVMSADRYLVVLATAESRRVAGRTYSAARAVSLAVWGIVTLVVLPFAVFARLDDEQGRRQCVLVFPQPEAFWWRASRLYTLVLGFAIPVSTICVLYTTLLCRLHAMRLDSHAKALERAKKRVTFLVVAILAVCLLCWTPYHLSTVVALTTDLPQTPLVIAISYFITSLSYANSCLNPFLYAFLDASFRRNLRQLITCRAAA
OXTR ag: human OXTR agonism; 320,000 tested, 0.32% active; CHO-OTR cells, Fluo-8 calcium fluorescence; normalized: DMSO 0%, oxytocin 100%; AID 2435; activation, % at 3 µM;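 active = activation above the mean of all tested compounds plus 3 SD, cutoff set per screening run, cut at about 20% in these data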;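 note: peak over basal fluorescence ratio from a 100 s FLIPR kinetic read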
PHOSPHO1 block: inhibitors of human PHOSPHO1 phosphatase | AID 1565 | 290,000 tested, 1.1% active | inhibition, % at 13.3 µM | Q8TCT1 | recombinant PHOSPHO1, absorbance phosphatase assay; in the data active = inhibition above about 60%
FID counter: counter-screen for HCV NS3 helicase inhibitors: DNA intercalator displacement | DNA fluorescent intercalator displacement, fluorescence | 290,000 tested, 0.17% active | inhibition, % at 7.9 µM; in the data active = inhibition above about 37%;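 note: 0% = vehicle and 100% = reference compound; higher means more ethidium bromide displaced from hairpin DNA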
HCV NS3 hel inh: HCV NS3 helicase inhibition | NS3 helicase DNA unwinding, Cy5 molecular beacon fluorescence | inhibition, % at 10.9 µM | 290,000 tested, 0.56% active;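 active = inhibition above the mean of all tested compounds plus 3 SD, set per campaign, cut at about 35% in these data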;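 note: 0% = DMSO wells and 100% = thioflavine S control wells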
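System: Hepatitis C virus NS3 helicase domain fragment enzyme | Reagent: Annealed dual-labelled DNA beacon duplex, ATP-started | Compound dosing: 10.9 µM single point, 0.8% DMSO | Incubation: 1 h reaction at 25 °C, ATP-initiated | Technique: Cy5 fluorescence | Evaluation: Percent inhibition from t60/t0 fluorescence ratio | Benchmarks: Low DMSO, high thioflavine S at 110 µM | Replication: Singlicate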
GalR3 antag: human GalR3 antagonism; HEK293 GalR3-CNG cAMP membrane potential fluorescence; galR3 body fused to GalR1 C-terminus; 360,000 tested, 0.44% active; O60755; inhibition, % at 3 µM;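 active = inhibition above the screen-wide average plus 3 SD, cut at about 13% in these data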;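 note: forskolin and galanin both at EC90 stimulate the cells; cAMP rise reported by CNG channel membrane potential dye signal; 0% = forskolin plus galanin with DMSO and 100% = forskolin alone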
Target sequence (O60755 1-299 limits assumed): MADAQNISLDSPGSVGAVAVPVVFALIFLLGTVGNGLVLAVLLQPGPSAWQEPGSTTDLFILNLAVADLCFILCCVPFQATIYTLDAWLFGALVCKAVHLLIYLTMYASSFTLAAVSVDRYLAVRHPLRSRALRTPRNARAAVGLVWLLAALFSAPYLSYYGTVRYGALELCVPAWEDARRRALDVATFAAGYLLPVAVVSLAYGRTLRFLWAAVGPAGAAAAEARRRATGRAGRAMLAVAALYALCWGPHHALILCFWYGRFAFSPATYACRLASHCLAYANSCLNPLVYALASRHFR
V1aR counter: activates human V1a receptor in oxytocin agonist counter-screen; activation, % at 3 µM; P37288; CHO-V1R cells, Fluo-8 calcium fluorescence, agonist mode; 0% DMSO, 100% 3 nM vasopressin; 320,000 tested, 0.25% active;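 active = activation above the mean activation of all tested compounds plus 3 SD, per screening run, cut at about 20% in these data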;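 note: signal is peak over basal fluorescence ratio across a 100 second FLIPR read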
Target sequence (P37288 whole entry, looked up): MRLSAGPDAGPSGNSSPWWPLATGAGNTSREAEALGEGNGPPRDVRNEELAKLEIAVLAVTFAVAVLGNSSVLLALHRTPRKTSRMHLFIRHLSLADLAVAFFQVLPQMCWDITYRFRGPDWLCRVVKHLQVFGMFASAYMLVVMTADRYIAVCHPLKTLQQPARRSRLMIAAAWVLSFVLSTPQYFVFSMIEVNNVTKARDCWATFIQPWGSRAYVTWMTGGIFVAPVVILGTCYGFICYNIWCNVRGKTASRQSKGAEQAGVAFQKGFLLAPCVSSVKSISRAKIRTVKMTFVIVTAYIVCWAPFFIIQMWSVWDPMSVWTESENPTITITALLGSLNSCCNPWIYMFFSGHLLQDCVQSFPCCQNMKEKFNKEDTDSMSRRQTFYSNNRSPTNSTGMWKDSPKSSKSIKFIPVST
IMP-1 inhibitor: inhibitors of Pseudomonas aeruginosa IMP-1 metallo-beta-lactamase. purified IMP-1, nitrocefin hydrolysis, epi-absorbance fluorescence. inhibition, % at 5.6 µM. 290,000 tested, 0.45% active. AID 1556;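 active = inhibition above the mean plus 3 SD of all compounds in the same screening run, cut at about 4.5% in these data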;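 note: 0% = IMP-1 with DMSO and 100% = DMSO wells lacking enzyme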
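System: Purified recombinant IMP-1 metallo-beta-lactamase enzyme | Measured by: Fluorescence quenching readout, ex 480/em 530 nm | Replication: Singlicate | Incubation: 15 min preincubation plus 25 min reaction at 25 °C | Evaluation: Percent inhibition from optical density relative to buffer-blank wells | Benchmarks: DMSO with and without IMP-1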
* = called active by the depositor; nt = no result given. No enrichment for hits; overall some 4.3% were active at least once.

SMILES	VIM-2 inh	GPR7 antag	OXTR ag	PHOSPHO1 block	FID counter	HCV NS3 hel inh	GalR3 antag	V1aR counter	IMP-1 inhibitor
Cc1cccc(OCC(=O)N/N=C2/SCC(=O)N2Cc2ccco2)c1	-1.9	-10.1	-2.1	47.7	-11.2	5.4	-1.2	0.2	-2.8
CCCN(C(=O)Cc1nc(N)n[nH]1)C1(C(=O)Nc2c(C)cccc2C)CCCCC1	-2.1	-5.7	0.8	10.5	-4.3	10.1	-1.1	-0.8	-1.1
COc1ccc(-c2cc(C(=O)Nc3cccnc3Cl)no2)cc1OC	-2.2	-8.4	-0.3	47.4	-16.3	12.3	1.4	-0.4	1.5
COc1ccc(C(=O)Nc2ccnn2C2CCN(C(C)CSC)CC2)cc1 (stereo unspecified)	-2.4	-10.6	0.0	39.5	-0.8	-0.9	-11.6	-0.5	-0.9
CCOc1ccc(C(=O)NCC(C)C)cc1	-2.3	5.6	-2.1	-16.2	-2.3	5.3	-3.3	-0.9	-6.6
Cc1cccc(N2CCN(C(=S)NCCc3ccccc3)CC2)c1C	-0.2	-1.1	0.3	-6.9	-0.5	-18.4	5.2	1.3	-2.7
O=C(Nc1ccc(N2CCCCC2)cc1)c1ccc(F)cc1	0.5	-12.1	-2.0	13.8	0.0	4.6	1.4	-0.5	-2.4
O=[N+]([O-])c1cccc(/C([O-])=C(/C(=S)Nc2cccc3ccccc23)[n+]2ccccc2)c1	1.2	-6.1	nt	-12.3	6.4	10.9	-3.3	nt	-0.8
Cc1ccc(-c2cc3nn(-c4ccccc4)c(N)c3c(=O)o2)cc1	-5.4	2.2	3.3	-14.2	-0.1	7.2	-6.7	1.7	-2.7
CC(Sc1nc(N2CCOCC2)nc(N2CCOCC2)n1)C(=O)Nc1ccccc1 (stereo unspecified)	0.0	-9.3	-1.5	6.7	-3.1	-1.0	5.0	0.8	-5.0
O=C(O)C1C2C=CC(O2)C1C(=O)Nc1cccc(C(F)(F)F)c1 (stereo unspecified)	0.3	-6.8	1.6	nt	-1.5	-8.4	-4.9	2.8	2.8
COc1cccc(N2CCN(C(=O)c3ccc(CS(=O)Cc4ccccc4Cl)o3)CC2)c1 (stereo unspecified)	2.6	5.9	-1.2	50.7	-52.4	-17.3	-7.1	1.4	-1.6
O=C(c1ccc(F)cc1)C1CCN(C(=O)c2ccccc2)CC1	-3.2	-6.7	-0.8	nt	-20.0	8.1	-3.4	0.5	-1.1
Cc1ccc(-n2[nH]c(C)c(C=Nc3ccc(S(=O)(=O)Nc4nccs4)cc3)c2=O)cc1C	-4.8	-4.9	0.3	-12.0	-5.2	2.4	-0.4	0.2	-3.0
Cc1cccc(C(=O)N2CCNC(=O)C2CC(=O)Nc2cccc(Cl)c2)c1 (stereo unspecified)	-2.6	-17.8	-0.5	-21.1	-30.0	3.0	-1.0	0.7	-2.7
COc1ccc(-c2csc(-c3[nH]cnc3N)n2)cc1	-4.8	-1.5	-1.4	13.6	5.2	-37.6	-1.8	-0.5	-4.7
CC(C)N(C(=O)CSc1ncnc2sc(-c3ccccc3)cc12)C(C)C	-1.0	-5.2	-1.6	16.2	-7.2	-4.6	2.8	-0.4	-2.9
O=C(O)c1cc(-c2ccc(-c3ccc(F)cc3)o2)nc2ccccc12	0.3	-7.4	1.0	29.8	-14.2	1.9	-6.3	1.3	-1.1
CSc1cccc(NC(=S)NC(=O)CCc2ccccc2)c1	0.7	-8.5	-0.3	-12.6	-7.3	-0.1	-3.2	2.5	-0.6
COc1ccccc1OCCCC(=O)Nc1nnc(C2CCCO2)s1 (stereo unspecified)	-1.5	-6.9	0.0	22.6	-28.4	-0.7	-2.2	1.1	-2.6

Compound profiles, as listed above.
Listed for CSc1cccc(NC(=S)NC(=O)CCc2ccccc2)c1 → VIM-2 inh: 0.7; GPR7 antag: -8.5; OXTR ag: -0.3; PHOSPHO1 block: -12.6; FID counter: -7.3; HCV NS3 hel inh: -0.1; GalR3 antag: -3.2; V1aR counter: 2.5; IMP-1 inhibitor: -0.6
Listed for O=C(O)C1C2C=CC(O2)C1C(=O)Nc1cccc(C(F)(F)F)c1 (stereo unspecified) → VIM-2 inh: 0.3; GPR7 antag: -6.8; OXTR ag: 1.6; PHOSPHO1 block: nt; FID counter: -1.5; HCV NS3 hel inh: -8.4; GalR3 antag: -4.9; V1aR counter: 2.8; IMP-1 inhibitor: 2.8

Other entries follow:
SMILES	VIM-2 inh	GPR7 antag	OXTR ag	PHOSPHO1 block	FID counter	HCV NS3 hel inh	GalR3 antag	V1aR counter	IMP-1 inhibitor
Cc1c(C(=O)Nc2ccccc2F)sc2ncn(CC(=O)N3CCCCC3)c(=O)c12	-7.6	-0.7	7.0	-1.9	-38.0	2.3	0.8	9.1	-5.3
CC(C)C(NC(N)=O)C(=O)NC1CCCCC1 (stereo unspecified)	-3.0	-9.1	0.6	4.6	-0.9	4.4	nt	0.6	-4.5
O=C(CCc1ccc(S(=O)(=O)N2CCOCC2)cc1)N/N=C/c1ccc(F)cc1F	-3.0	-6.2	-1.1	4.2	-9.2	-11.5	2.5	0.3	-4.3
CCOC(=O)c1c(C)oc2c1c(C(c1ccncc1)N1CCOCC1)c(O)c1ccccc12 (stereo unspecified)	0.8	1.8	-1.4	7.0	-10.5	-7.2	-6.0	-0.6	-2.0
Cn1cc(Br)c(C(=O)NC2CCCCC2)n1	-0.5	-0.8	-0.6	17.4	0.1	5.3	-3.7	0.3	-1.6
CCN(CC)C(=O)N1CCC(NC(=O)c2ccc(C(C)(C)C)cc2)CC1	0.0	9.4	3.3	20.9	-31.1	-4.8	-4.9	7.2	-1.8
CC(NC(=O)c1ccc(Cl)cc1)C(=O)NC1=NCCS1 (stereo unspecified)	-1.9	14.8	-0.1	3.4	-0.2	-4.6	1.1	0.4	-3.9
CCn1c(SCC(=O)Nc2cc(C)on2)nc2sc3c(c2c1=O)CCCC3	-3.9	-12.7	-0.6	3.9	-2.7	1.0	-4.2	-0.2	-2.4
CC1CCCN(c2ccc(F)cc2N)C1 (stereo unspecified)	-1.5	-9.4	-1.2	-0.6	8.1	4.8	-5.9	0.0	-1.9
O=S(=O)(/N=C(/NS(=O)(=O)c1ccccc1)c1ccccc1)c1ccccc1	-2.6	-8.8	0.7	11.7	-3.7	5.9	-0.6	-0.7	-1.6
CCOc1ccccc1OCC(=O)O	0.6	-8.0	0.9	-1.6	0.8	-4.9	-0.4	0.4	-4.0
Cc1c(Br)c([N+](=O)[O-])nn1CCCC(=O)Nc1sc2c(c1C(N)=O)CCC(C)C2 (stereo unspecified)	-5.8	-6.7	-0.7	-12.5	-5.5	4.0	-0.7	0.1	-3.4
O=[N+]([O-])c1ccc(N2CCCCCC2)c(S(=O)(=O)N2CCCCC2)c1	-1.2	-1.0	-2.3	17.3	-6.7	-8.1	-2.2	-1.7	-2.9
CCOC(=O)c1cnn2c(C(F)F)cc(C3CC3)nc12	0.4	-16.3	-2.3	-10.5	-0.6	3.7	4.1	-1.5	-0.5
COCc1cc(C)nc(SCc2ccccc2Cl)c1C#N	-1.4	-8.5	-0.8	28.6	-17.3	-8.4	-4.8	1.1	-2.7
COc1cc(O)c(C(CC(=O)N2CCCC2)c2ccc3c(c2)OCO3)c(OC)c1 (stereo unspecified)	nt	nt	1.6	17.5	nt	nt	-1.5	1.0	nt
O=C(Nc1nnc(SCc2ccccc2)s1)c1cc2c(s1)CCCC2	1.4	-2.0	-0.7	5.0	2.6	5.5	4.9	0.0	-1.1
O=C(O)c1cn(Cc2cccnc2)c(=O)c2ccccc12	-3.8	-6.4	-0.1	15.5	-4.8	1.0	nt	0.4	-4.3
CCN(C(=O)CSc1nnc2ccccn12)c1c(N)n(Cc2ccccc2)c(=O)[nH]c1=O	-1.7	-9.1	-0.5	-20.6	-2.6	4.8	-0.6	0.5	-1.6
CCNC(=O)CN1c2cccc3cccc(c23)S1(=O)=O	-3.8	4.1	0.3	25.8	-4.1	2.8	1.9	1.9	-2.7
COC(=O)C1=C(N)c2ccccc2C1(C#N)c1ccccc1 (stereo unspecified)	-0.3	-2.9	-1.8	-8.6	-6.5	-3.0	-8.9	-1.7	-2.4
CC1CCN(S(=O)(=O)c2nnc(NC(=O)c3ccccc3Br)s2)CC1	-3.0	-1.2	4.2	9.9	-32.5	-11.3	nt	5.0	-1.1
COc1ccc(NC(=O)c2ccc(COCC(F)(F)C(F)F)cc2)cc1	-0.5	-2.8	-0.1	-3.8	-8.6	7.0	-6.1	4.4	0.9
COc1ccc(OCc2n[nH]c(=S)n2N)cc1	-5.9	-11.2	0.4	70.9*	-10.9	4.8	-2.2	-0.5	-3.8
CCO/N=C1\C(=O)N(c2ccccc2)c2ccccc21	-3.0	-3.8	-2.2	40.8	-15.8	-1.8	-1.8	-2.0	-1.1
O=c1[nH]c(SCc2cc(=O)n3ccccc3n2)nc2c1CCC2	-5.6	-7.6	nt	nt	-0.8	-4.1	nt	nt	-5.0
CCOC(=O)C1C(=O)NC(c2ccccc2)=NC1c1ccc(Cl)cc1 (stereo unspecified)	0.6	11.4	0.9	-10.0	-14.1	-0.3	-0.9	-0.4	-0.4
Cc1ccc(-c2nn(CCC(N)=O)c(=O)c3ccccc23)cc1	-1.6	-7.2	-1.9	-11.2	-11.1	7.4	nt	10.9	-1.7
Nc1cc(Cl)ccc1Oc1ccc(Cl)cc1	-1.1	13.4	-1.0	28.4	-2.4	2.3	-5.9	-0.7	-0.3
O=C(O)CCc1ccc(-c2ccc(Cl)cc2)o1	-1.1	-14.5	1.4	47.1	-10.8	1.5	-2.2	0.6	0.4
C/C(=N\NC(=O)c1ccn(C)n1)c1cccc(NC(=O)c2ccc(C)s2)c1	-1.2	-7.7	-0.8	-3.4	-8.1	-7.7	-1.0	1.8	-2.7
CCCCNC(=S)NCc1ccc2[nH]c(C)cc2c1	-4.9	-5.8	-0.3	-8.6	-4.0	-40.1	nt	2.8	-4.8
CC(C)(C)c1nc2ccccc2c2nnc(SCC(=O)Nc3nc4ccccc4s3)n12	-2.7	5.9	-1.1	-22.6	-5.4	1.0	1.0	-0.2	-3.6
Clc1ccc(-n2nnc(-c3cccnc3Cl)n2)cn1	-1.7	-14.1	-0.6	34.6	-1.7	8.6	-3.1	0.5	-1.4
COc1ccccc1NS(=O)(=O)c1cc(NC(=O)C2CCC2)ccc1N1CCCCC1	-1.3	-10.3	1.2	-110.0	-3.0	-1.1	-11.7	1.0	-3.6
S=C(Nc1ccc(-c2nc3ccccc3[nH]2)cc1)Nc1cccnc1	-0.1	-4.2	0.3	2.2	15.8	-10.4	-5.4	0.1	-1.3
CC(Sc1nc(-c2ccccc2)cs1)C(=O)Nc1ccc(Cl)cn1 (stereo unspecified)	-0.4	-10.0	-0.4	8.6	-3.4	-5.4	-6.9	1.4	-3.4
O=C1CCC2CCCCC2(O)O1 (stereo unspecified)	-1.6	-11.3	-0.2	6.2	2.2	-2.5	-3.8	1.3	-3.2
CCOC(=O)CC(=O)CSc1nc2ccc(C)cc2cc1C#N	-0.7	-2.6	1.6	-38.9	-2.4	29.8	-2.5	2.9	-2.1
C=CCN(CC=C)S(=O)(=O)c1ccc2nc(NC(=O)C3CCCO3)sc2c1 (stereo unspecified)	-1.0	-5.2	0.9	-5.7	-14.6	-4.6	1.4	2.6	-3.9
